# GIRK2 activator = Activates human GIRK2-containing potassium channels; P48051; HEK293 GIRK2/NPY4 cells, thallium flux fluorescence; activation (% efficacy), % for hits at 37.5 µM; 34,000 tested, under 10 active;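 active = primary screen hit, no activity in plain HEK293 cells, and in GIRK2-only cells above 5% efficacy rising with concentration; inactive = the rest, including fluorescent compounds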;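 note: efficacy is normalized control-subtracted fluorescence 15 s after thallium addition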
# Target sequence (P48051 whole entry, looked up): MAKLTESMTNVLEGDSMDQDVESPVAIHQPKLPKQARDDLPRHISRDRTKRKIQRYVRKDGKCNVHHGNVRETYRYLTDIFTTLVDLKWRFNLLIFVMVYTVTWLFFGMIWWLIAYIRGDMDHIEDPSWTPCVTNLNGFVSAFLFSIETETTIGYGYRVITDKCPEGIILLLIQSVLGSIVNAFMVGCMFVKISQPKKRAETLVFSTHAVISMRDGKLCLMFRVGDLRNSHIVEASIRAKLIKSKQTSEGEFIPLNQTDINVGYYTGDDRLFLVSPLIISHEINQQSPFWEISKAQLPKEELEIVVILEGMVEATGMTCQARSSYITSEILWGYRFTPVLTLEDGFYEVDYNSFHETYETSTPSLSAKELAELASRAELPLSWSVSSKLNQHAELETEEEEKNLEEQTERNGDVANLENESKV
# Calls only; i = inactive. Some of the compounds tested; count on the stated rates, not on these rows.
molecule | GIRK2 activator
COc1ccc(OCCCn2c(CN(C)C(=O)c3ccco3)nc3ccccc32)cc1 | i
COCCNC(=O)Cc1ccc(NS(=O)(=O)c2cc(C)c(C)cc2C)cc1 | i
COc1ccc(S(=O)(=O)NCCNc2cc(-n3ccnc3C)nc(C)n2)cc1Cl | i
O=C(CN1CCN(c2nccn2-c2cccc(Cl)c2)CC1)N1CCOCC1 | i
O=C(Cc1csc(NC(=O)c2ccc(=O)[nH]c2)n1)NCc1ccco1 | i
Cc1nc(NC(=O)CCCS(=O)(=O)c2ccccc2)sc1C | i
CSc1ncccc1C(=O)N1CCC(CNC(=O)C2(c3ccc(Cl)cc3)CCCC2)CC1 | i
O=C(NCc1nc2ccccc2n1CCc1ccccc1)c1ccco1 | i
O=C(Nc1onc2c1CCCC2)C1CN(C(=O)COc2ccccc2F)C1 | i
COc1ccc(S(=O)(=O)CCC(=O)Nc2sc3c(c2C#N)CCN(C(C)=O)C3)cc1 | i
Cc1ccc(C)c(NC(=O)Cc2csc(NC(=O)c3ccc(=O)[nH]c3)n2)c1 | i
O=C(/C=C/c1ccc2c(c1)OCO2)N1CCC(c2nnc(-c3ccco3)s2)CC1 | i
CC(C)(C)C(=O)NCC(O)c1ccc(C(F)(F)F)cc1 (configuration not stated) | i
CC(=O)NCCN1CCC(c2cccs2)CC1 | i
Cc1ccc(/C=C/S(=O)(=O)N2CCN(Cc3ccsc3)CC2)cc1 | i
COc1cccc(-c2nnc3ccc(OCCNC(=O)c4ccc(F)c(F)c4)nn23)c1 | i
CCCCSc1nc2ccc(C)cc2[nH]1 | i
COc1ccc(CCS(=O)(=O)NCC(c2cccn2C)N2CCOCC2)cc1 (configuration not stated) | i
Cc1ccc(-c2ccc(OCCNS(=O)(=O)c3cc(F)ccc3F)nn2)cc1 | i
CC(C)C(=O)N1C(=O)c2cccc3c(S(=O)(=O)N(C)C)ccc1c23 | i
O=C(/C=C/c1ccccc1)N(Cc1ccncc1)c1nc2ccc(F)cc2s1 | i
O=C(Nc1ccccc1)N1CCC2(CC1)NC(=O)N(CCc1ccccc1)C2=O | i
COc1cc(C(C)=O)ccc1OCC(=O)NCCn1nc(-c2cccs2)ccc1=O | i
COc1ccccc1NC(=O)N1CCC(CNC(=O)C(=O)Nc2cc(C)on2)CC1 | i
Cc1nnsc1C(=O)NCCNc1cc(-n2ccnc2C)ncn1 | i
Cc1sc(NC(=O)C2CCN(S(C)(=O)=O)CC2)c(C#N)c1C | i
CCC(C(=O)NCCOc1ccccc1)c1ccccc1 (configuration not stated) | i
COc1ccc2nc(-c3cccc(NC(=O)c4cc(Cl)ccc4OC)c3)cn2n1 | i
COc1ccc(Cl)cc1NC(=O)CCCn1nc(-c2ccccc2)ccc1=O | i
O=C(Cc1ccc(NC(=O)c2ccccc2C(F)(F)F)cc1)NC1CC1 | i
CC(=O)c1ccc(NS(=O)(=O)c2cccc(S(C)(=O)=O)c2)cc1 | i
O=C(Cc1ccc(NC(=O)c2ccco2)cc1)NCc1cccs1 | i
COc1ccc(Cl)cc1NC(=O)CN1CCN(C(C)=O)CC1 | i
COc1cc(OC)cc(-n2c(=O)c3sccc3n(CC(N)=O)c2=O)c1 | i
COc1ccccc1CN1CC(O)=C(c2nc3ccccc3[nH]2)C1=N | i
CCNc1cc(C)nc(NCCNS(=O)(=O)c2ccc(F)cc2F)n1 | i
O=C(C1CCCCN1S(=O)(=O)c1ccc(Cl)s1)N1CCOCC1 (configuration not stated) | i
CCCCc1nc(C(N)=O)c2[nH]c(=O)n(-c3ccc4c(c3)OCO4)c2n1 | i
COC(=O)Cn1c(=O)c2c(nc(-n3nc(C)c(C)c3C)n2C(C)C)n(C)c1=O | i
COc1ccc(SCCC(=O)Nc2sccc2C(N)=O)cc1 | i
O=C(NCC(F)(F)F)C1CCN(C(=O)Cc2ccc(Cl)cc2)CC1 | i
COc1cc(-c2noc(CSc3ccc(-c4ccccc4)nn3)n2)cc(OC)c1OC | i
Cc1cc(NC(=O)Cn2cnc3c(sc4cccc(F)c43)c2=O)ccc1Br | i
COc1ccccc1-c1c(C)nn2c(NCCN(C)C)cc(C)nc12 | i
Cc1cc(C)c(C)c(OCC(O)Cn2cnc3ccccc32)c1 (configuration not stated) | i
O=C1N(Cc2cccc(C(F)(F)F)c2)C2CS(=O)(=O)CC2N1c1ccccc1 (configuration not stated) | i
CC1CC(C)CN(c2ncnc3nc[nH]c23)C1 (configuration not stated) | i
O=C(NCC1COC2(CCCCC2)O1)c1ccc(F)cc1 (configuration not stated) | i
COc1ccc(N2CC(C(=O)NCc3nc(C)no3)CC2=O)cc1 (configuration not stated) | i
O=C(Nc1ccccc1C(F)(F)F)N1CCC(c2nc3ccccc3[nH]2)CC1 | i

# Remaining list, next part.
molecule | GIRK2 activator
O=C(O)CCC(=O)N1N=C(c2cccs2)CC1c1ccc2nccnc2c1 (configuration not stated) | i
NS(=O)(=O)c1ccc(CNC(=O)c2csc(Nc3ccccc3)n2)cc1 | i
CCOc1ccc(S(=O)(=O)CCN)cc1 | i
COC(=O)N1CCC(CNC(=O)c2cc(C)cs2)CC1 | i
O=C(Nc1nc(-c2cccc([N+](=O)[O-])c2)cs1)c1ccno1 | i
COc1ccc(-c2noc(Cn3cnc4c(nnn4-c4ccccc4)c3=O)n2)cc1 | i
Cc1ccc(C(=O)N2CCN(c3ccc(Nc4cccnc4)nn3)CC2)cc1C | i
COc1cn(-c2ccc(F)cc2)nc1C(=O)Nc1ccc(C(N)=O)cc1 | i
O=C(Nc1ccc(-n2cnnn2)cc1)C1CN(C(=O)COc2ccccc2F)C1 | i
O=C(CCc1ccccc1)NCCn1ncc2c(N3CCN(c4ncccn4)CC3)ncnc21 | i
COc1ccc(C2(CNC(=O)c3cccc(N(C)C)c3)CCCC2)cc1 | i
CC(C)NC(=O)c1nsc(C(=O)NC(C)c2ccccc2)c1N (configuration not stated) | i
O=C(NCC1CCCO1)C(=O)Nc1cccc(N2CCCCC2=O)c1 (configuration not stated) | i
COc1ccccc1-n1ccn(Cc2nc(-c3ccc(C(C)(C)C)cc3)no2)c(=O)c1=O | i
Cn1c(C(F)(F)F)nn(CCNC(=O)COc2cccc3c2OC(C)(C)C3)c1=O | i
COc1ccc(S(=O)(=O)Nc2ccc(C)c(N3CCCC3=O)c2)cc1F | i
Cc1nc(Nc2ccc(NC(=O)c3ccc(S(=O)(=O)N(C)C)cc3)cc2)cc(-n2ccnc2)n1 | i
COc1ccc(NC(=O)c2ccc(S(=O)(=O)c3ccc(Br)cc3)nc2)cc1 | i
Cn1cccc1C(CNC(=O)c1cccs1)N1CCCCCC1 (configuration not stated) | i
CCC(=O)Nc1ccc(SCC(=O)NCc2ccc3c(c2)OCO3)nn1 | i
CCOC(=O)c1ccc(Nc2nc(C)c([N+](=O)[O-])c(NCc3ccco3)n2)cc1 | i
COc1ccc(/C=C/C(=O)Nc2ccc(C(N)=O)cc2)cc1OC | i
CC(O)(CNS(=O)(=O)c1ccc(Cl)s1)c1ccc2c(c1)OCO2 (configuration not stated) | i
CC1Cc2c(NC(=O)Cn3cnc4c3c(=O)n(C)c(=O)n4C)nn(C)c2NC1=O (configuration not stated) | i
Cc1nn(-c2nc(C)c(C)c(=O)[nH]2)c(C)c1CCC(=O)Nc1ccc(F)c(F)c1 | i
O=C(NCCn1nc(-c2cccnc2)ccc1=O)c1cccs1 | i
COCCn1c(C(CNc2cccc(C)c2)CC(=O)O)nc2ccccc21 (configuration not stated) | i
CS(=O)(=O)N1CCN(C(=O)C2CC(=O)c3ccccc32)CC1 (configuration not stated) | i
CCN1CCc2c(OCC(=O)N3CCC(C)CC3)cccc2C1=O | i
CC(C)c1ccccc1NC(=O)CN1CCN(c2ccc(Cl)cc2)C1=O | i
CCNC(=O)Cc1cc(-c2ccc(OC)c(OC)c2)on1 | i
O=C(Nn1cnc2c(cnn2-c2ccccc2)c1=O)c1ccc([N+](=O)[O-])cc1 | i
COc1cccc(-c2cc(CC(=O)NC3CCCC3)no2)c1 | i
Cc1cccc(Cn2c(-n3nc(C)cc3C)nc3c2c(=O)n(CC(N)=O)c(=O)n3C)c1 | i
COc1cccc2cc(C(=O)NCC3CCN(C(=O)Nc4ccc(F)cc4)CC3)oc12 | i
COc1ccc2nc(-c3ccc(OC)c(NS(=O)(=O)c4ccc(Cl)cc4)c3)cn2n1 | i
COc1cc(NC(=O)N2CCN(CCn3nc(C)cc3C)CC2)cc(OC)c1OC | i
Cc1ccc(S(=O)(=O)Nc2nc(CCC(=O)Nc3ccc4c(c3)OCCO4)cs2)cc1 | i
Cc1ccc(NC(=O)C(=O)NCC2CCN(C(=O)/C=C/c3ccco3)CC2)cc1Cl | i
Cc1cc(-c2nnc(NC(=O)c3nc4ccccc4s3)o2)nn1C | i

# Arranged by length of the SMILES (falling): 3 of the compounds above
molecule | GIRK2 activator
Cc1ccc(S(=O)(=O)Nc2nc(CCC(=O)Nc3ccc4c(c3)OCCO4)cs2)cc1 | i
COc1cc(NC(=O)N2CCN(CCn3nc(C)cc3C)CC2)cc(OC)c1OC | i
Cc1cc(-c2nnc(NC(=O)c3nc4ccccc4s3)o2)nn1C | i

# Carrying on.
molecule | GIRK2 activator
Cc1nc(-c2cccs2)c(CCC(=O)Nc2ccccc2OC(C)C)s1 | i
Cc1nnc(C2CCN(CC(=O)Nc3nccs3)CC2)s1 | i
CC(N)c1cccs1 (configuration not stated) | i
COc1ccc(Cl)cc1S(=O)(=O)N1CCN(c2ccc(C)cc2C)CC1 | i
COc1ccc(CNC(=O)c2nnn(Cc3ccccc3)c2N)cc1OC | i
COc1cc(C(=O)Nc2ccc(CC(=O)N(C)C)cc2)cc(OC)c1OC | i
Cc1csc(NC(=O)CSc2nc(=O)n(N3CCN(C)CC3)c3c2CCC3)n1 | i
COCCCn1c(C(=O)Nc2cccc(NC(C)=O)c2)cc2c(=O)n(C)c(=O)n(C)c21 | i
Cc1nnc(NC(=O)Cc2csc(SCC(=O)c3ccccc3)n2)s1 | i
COc1ccccc1NC(=O)Nc1ccc2c(c1)N(C(=O)C(C)C)CCC2 | i

# Copied from above, 2 compounds:
molecule | GIRK2 activator
Cc1nc(-c2cccs2)c(CCC(=O)Nc2ccccc2OC(C)C)s1 | i
Cc1nnc(C2CCN(CC(=O)Nc3nccs3)CC2)s1 | i

# Shown as labelled records: part of the list above
O=C(Cc1csc(NC(=O)c2ccc(=O)[nH]c2)n1)NCc1ccco1
  GIRK2 activator = i
COc1ccccc1-c1c(C)nn2c(NCCN(C)C)cc(C)nc12
  GIRK2 activator = i
CC(O)(CNS(=O)(=O)c1ccc(Cl)s1)c1ccc2c(c1)OCO2 (configuration not stated)
  GIRK2 activator = i
COc1ccc2nc(-c3ccc(OC)c(NS(=O)(=O)c4ccc(Cl)cc4)c3)cn2n1
  GIRK2 activator = i

# (more compounds)
molecule | GIRK2 activator
COc1ccccc1OCC(O)CN1CCC(C)CC1 (configuration not stated) | i
COc1ccc(C)c2sc(N(Cc3ccncc3)C(=O)/C=C/c3ccc([N+](=O)[O-])cc3)nc12 | i
CC1Oc2ccccc2OC1C(=O)NCCn1nc(-n2cccn2)ccc1=O (configuration not stated) | i
COc1ccc(NC(=O)Cn2cc(-c3nnc(-c4ccco4)o3)c3ccccc32)cc1 | i
COc1cccc(CNC(=O)C(=O)Nc2cc3c4c(c2)CCC(=O)N4CCC3)c1 | i
C=CCNC(=O)CSc1nnc(-c2cn(C)nc2OC)n1C | i
COc1ccc2nc(-c3ccc(OC)c(NC(=O)C(C)Oc4ccccc4F)c3)cn2n1 (configuration not stated) | i
Cc1ccc(-c2cc3c(=O)n(Cc4nc(-c5cccc(Br)c5)no4)ccn3n2)cc1 | i
CCOc1ccc(C(=O)Nc2ccc(-n3c(C)nc4ccccc4c3=O)cc2)cc1OCC | i
O=S(=O)(NCC(O)Cc1ccccc1)c1ccc(Br)s1 (configuration not stated) | i
COc1cc(Cn2nc(-c3ccccc3)ccc2=O)cc(OC)c1 | i
CCOc1ccc(OCCNC(=O)c2cccs2)cc1 | i
COc1ccc(CCNC(=O)C(=O)Nc2ccc(F)c(Cl)c2)cc1OC | i
CC(C)S(=O)(=O)c1cccc(C(=O)Nc2c(C(N)=O)oc3ccccc23)c1 | i
Cc1nc(-c2cccc(NC(=O)Cc3csc(-n4cccc4)n3)c2)cs1 | i
Cc1ccc(S(=O)(=O)N(C)CC(O)Cn2nc(C)cc2C)cc1 (configuration not stated) | i
O=C(c1csc(Nc2cccc(Cl)c2)n1)N1CCN(C(=O)c2ccco2)CC1 | i
CCCC(=O)N(CCN1CCOCC1)c1nc2cc(OC)ccc2s1 | i
CCCCCNS(=O)(=O)c1cc2c3c(c1)CCC(=O)N3CCC2 | i
Cc1cc(C)cc(NC(=O)CSc2ccc(NC(=O)C3CC3)nn2)c1 | i
CCOC(=O)Nc1cccc(N2CCCCC2=O)c1 | i
CCCCOc1ccccc1NC(=O)/C=C/c1ccc(OC)c(OC)c1 | i
Cc1nnc2ccc(OCCNS(=O)(=O)c3cccc(C(F)(F)F)c3)nn12 | i
Cc1cc(=O)[nH]c2cc(NC(=O)CSC3CCCC3)ccc12 | i
CCCCOc1ccc(C(=O)NCCN2CCn3cc(OC)c(=O)cc3C2=O)cc1 | i
O=C(/C=C/c1ccc2c(c1)OCO2)NCCOc1ccc2nnc(-c3cccc(F)c3)n2n1 | i
CC(O)(CNC(=O)Nc1ccccc1Cl)c1ccc2c(c1)OCO2 (configuration not stated) | i
O=C(Cn1cnc(-c2ccc(Cl)cc2)cc1=O)Nc1cccnc1 | i
Cc1csc(C(=O)NCC#CCN2CCc3ccccc3C2)c1 | i
Cc1cc(NC(=O)c2cccs2)n(-c2nc3c(cnn3-c3cccc(Cl)c3)c(=O)[nH]2)n1 | i
O=C(Cc1cccc2ccccc12)Nc1ccc(N2CCCC2=O)cc1 | i
